# TROY signal inh: TROY signaling inhibition; Q293 LMP1-TROYcd NF-kB luciferase reporter, 4 h; inhibition, % at 10 µM; hit rate 0.98% among 360,000; AID 1347056;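 active means compounds whose plate-normalised and pattern-corrected inhibition of the luciferase reporter signal at the single screening dose is 50% or more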
# TWEAK-Fn14 inh: TWEAK-Fn14 signaling inhibition; TWEAK-stimulated Fn14 reporter cells, luciferase luminescence, 8 h; inhibition, % at 10 µM; hit rate 2% among 360,000; AID 1159606; in the data active means inhibition above about 50%
# Shn3 3UTR inh: reduces Shn3 3'UTR luciferase signal in osteoblasts; AID 588674; inhibition, % at 12.5 µM; hit rate 0.52% among 360,000; Clone20 osteoblast Shn3 3'UTR firefly luciferase, 24 h;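 active means mean inhibition of at least 75% with every replicate also reaching 75%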;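 further: 0% = median of neutral control wells and 100% = pilot-screen positive control compound; some compounds past the cut are filed as inactive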
# NCOA1 inh: human NCOA1 inhibition; Q15788; HEK293 GAL4-SRC1 luciferase reporter, luminescence; inhibition, % at 3.6 µM; hit rate 0.12% among 360,000;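 active means inhibition above the campaign mean plus 3 SD, with each screening campaign given its own cutoff, cut at about 60% in these data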;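 further: 0% = DMSO treated cells and 100% = gossypol at 36 µM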
# NR5A2 inv ag: suppresses constitutive activity of human LRH-1. HEK293T StAR-luciferase reporter, LRH-1 transfected, 24 h. inhibition, % at 3.6 µM. hit rate 0.13% among 360,000;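 active means inhibition above the mean inhibition of all tested compounds plus 3 SD, cut at about 73% in these data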;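 further: 0% = DMSO wells and 100% = reporter-only cells lacking LRH-1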
# Target sequence (O00482 whole entry, looked up): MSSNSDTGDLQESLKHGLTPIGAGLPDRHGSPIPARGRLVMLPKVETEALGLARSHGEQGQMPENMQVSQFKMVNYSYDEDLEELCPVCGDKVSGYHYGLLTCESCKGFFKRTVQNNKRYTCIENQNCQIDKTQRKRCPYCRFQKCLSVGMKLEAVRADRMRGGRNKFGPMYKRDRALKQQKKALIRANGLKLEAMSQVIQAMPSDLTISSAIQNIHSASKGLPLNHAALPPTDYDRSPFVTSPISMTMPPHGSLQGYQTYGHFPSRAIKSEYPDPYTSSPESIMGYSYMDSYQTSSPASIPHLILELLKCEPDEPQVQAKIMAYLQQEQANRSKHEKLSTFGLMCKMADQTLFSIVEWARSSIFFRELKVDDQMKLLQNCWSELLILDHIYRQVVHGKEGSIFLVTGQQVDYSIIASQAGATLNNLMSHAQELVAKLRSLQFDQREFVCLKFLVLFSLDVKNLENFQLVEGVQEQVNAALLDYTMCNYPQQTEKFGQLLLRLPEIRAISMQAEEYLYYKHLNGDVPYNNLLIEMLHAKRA
# NR2F2 inh: blocks human COUP-TFII nuclear receptor; P24468; HEK293T NGFI-A luciferase reporter, luminescence; inhibition, % at 8.6 µM; hit rate 0.7% among 370,000;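 active means inhibition above a per-plate cutoff, mean inhibition of test wells between control levels plus 3 SD, cut at about 38% in these data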;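 further: cells cotransfected with COUP-TFII expression vector driving the NGFI-A reporter; 0% = median of COUP-TF2 test wells and 100% = reporter-only cells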
# Target sequence (P24468 whole entry, looked up): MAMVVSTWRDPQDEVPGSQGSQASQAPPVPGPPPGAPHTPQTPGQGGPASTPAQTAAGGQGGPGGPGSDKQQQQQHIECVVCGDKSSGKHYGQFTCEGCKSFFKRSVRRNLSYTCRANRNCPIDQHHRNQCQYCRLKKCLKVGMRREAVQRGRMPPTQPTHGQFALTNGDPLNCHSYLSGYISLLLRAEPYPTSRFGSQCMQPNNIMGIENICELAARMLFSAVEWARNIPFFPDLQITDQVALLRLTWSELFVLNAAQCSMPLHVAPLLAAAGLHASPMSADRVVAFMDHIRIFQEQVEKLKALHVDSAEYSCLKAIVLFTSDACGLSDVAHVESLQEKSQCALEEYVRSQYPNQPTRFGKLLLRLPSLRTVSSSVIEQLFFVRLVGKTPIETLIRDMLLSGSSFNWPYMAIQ
# LMP1 NFkB inh: reduces LMP1-driven NF-kappaB luciferase signal. inhibition, % at 12.5 µM. LMP1-induced NF-kappaB luciferase reporter cells, luminescence. hit rate 0.69% among 350,000. AID 504558; in the data active means inhibition above about 41%;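 further: 0% = neutral control wells and 100% = reference inhibitor control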
# KKLEB tox: counter-screen for CF NF-kB inhibitors: cytotoxicity; activity change (cytotoxicity), % at 5 µM; KKLEB CF airway cells viability, ATPlite luminescence, overnight; hits give low values; cells stimulated with P. aeruginosa culture filtrate; hit rate 0.36% among 360,000;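 active means corrected activity change at or below -50% at 5 µM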
# C8 TRAIL sens: sensitizes caspase-8 expressing cells to TRAIL | inhibition (viability loss, TRAIL sensitization), % at 10 µM | AID 624354 | hit rate 1% among 360,000 | NB7+C8 cells + TRAIL, ATPlite viability luminescence;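 active means compounds causing at least 50% loss of cell viability in the single-dose screen, relative to plate controls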
# CF NFkB inh: blocks PAF-induced NF-kB reporter in cystic fibrosis cells; KKLEB NF-kB-GFP reporter, GFP fluorescence overnight; inhibition, % at 5 µM; hit rate 0.86% among 360,000; AID 588850;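 active means at least 50% inhibition at 5 µM, scaled per plate between neutral and stimulator controls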;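 further: PAF is a Pseudomonas aeruginosa culture filtrate used as stimulus; plate controls were PAF-stimulated DMSO wells for no effect and unstimulated DMSO wells for full effect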
# NCOA3 inh: human NCOA3 inhibition. inhibition, % at 3.6 µM. HEK293 GAL4-SRC3 luciferase reporter, luminescence. hit rate 0.17% among 360,000;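 active means inhibition above a per-campaign cutoff, the mean of all compounds plus 3 SD, cut at about 60% in these data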;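 further: 0% = DMSO-treated cells and 100% = gossypol-treated cells at 36 µM; higher means less SRC3-driven luciferase light from the GAL4 reporter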
# * hit, by the source's call; nt = not tested or not shown; & = joins results of further samples. The list is partial; count on the stated rates, not on these rows.
SMILES,TROY signal inh,TWEAK-Fn14 inh,Shn3 3UTR inh,NCOA1 inh,NR5A2 inv ag,NR2F2 inh,LMP1 NFkB inh,KKLEB tox,C8 TRAIL sens,CF NFkB inh,NCOA3 inh
Cc1cccc(C(=O)Oc2csc(=S)n2C(=O)c2cccc(C)c2)c1,-1,15,2,-27,15,26,0,3,0,10,2
C/C(=N\NC(N)=O)c1ccccc1,-1,-1,-7,1,-15,21,0,-2,-9,-7,12
c1ccc2c(NC3C4CC5CC(C4)CC3C5)nc(N3CCOCC3)nc2c1 (stereo not given),1,0,-11,-8,16,14,1,-4,12,8,20
Cc1cc(=O)[nH]c(COc2ccccc2)n1,13,8,-8,-6,-4,10,6,2,-1,-3,7
COC(=O)c1c(NC(=S)Nc2ccc(F)cc2[N+](=O)[O-])sc2c1CCCCC2,-19,-9,-13,-5,5,4,5,-9,-3,5,11
CCc1ccc2c(c1)C(NC(C)=O)C(=O)N2CCN1CCOCC1 (stereo not given),-4,-13,2,-52,0,-12,-23,-11,-7,10,-5
C(=C\c1ccccc1)/CN1CCN(C(CCc2ccccc2)c2nnnn2-c2ccc3c(c2)OCCO3)CC1 (stereo not given),15,20,33,9,4,-10,nt,-21,3,21,5
CCOC(=O)C1C(C(=O)OCC)C(C)(C)C1N(C)C (stereo not given),-18,8,-32,-1,0,-2,5,1,-7,18,-9
O=C(O)c1c(NC(=O)N(CCO)Cc2ccccc2)sc2c1CCCC2,-13,10,6,-27,-1,5,-8,11,-15,8,8
O=C(O)CCCCCNCc1ccncc1,16,2,-8,1,10,nt,2,-5,-12,15,12
Cc1ccc(Cc2cncc(O)c2)cc1S(=O)(=O)O,2,10,2,4,7,3,-5,9,22,-18,-12
COc1cc(C(=O)NNC(=O)CCOc2ccccc2C)cc(OC)c1OC,8,-1,19,-11,-6,-21,-5,1,-14,1,-20
CCCOC1CCCN(C(=O)c2cc(COc3cncc(Cl)c3)on2)C1 (stereo not given),-39,6,13,-68,-64,-19,-6,12,4,-2,-55
COC(=O)[C@]1(C)N[C@H](CN(C)C(=O)NC(C)C)[C@@H]2C(=O)N(Cc3ccccc3)C(=O)[C@@H]21,-2,-8,2,-10,-7,-12,0,-3,-8,-6,-5
COc1cccc(CN(C(=O)COc2ccccc2[N+](=O)[O-])C2CCS(=O)(=O)C2)c1 (stereo not given),-2,0,-22,5,-16,nt,nt,5,-12,-15,13
Cc1ccc(/C=N/N2CCN(Cc3ccccc3)CC2)o1,12,-9,-17,-4,6,2,-3,6,28,-25,1
COCCCN(C(=O)c1cc2c(s1)CCCCC2)c1c(N)n(Cc2ccccc2)c(=O)[nH]c1=O,6,13,-22,-1,17,-3,8,1,-1,-17,6
O=C1O[C@@H](c2ccccc2)C[C@@H](O)C(=O)CCc2ccccc21,-2,13,nt,nt,4,-16,nt,nt,-12,nt,nt
c1ccc(C2Nc3ccccc3C3OCCCC23)cc1 (stereo not given),-31,-1,13,-18,0,7,-6,-12,6,12,1
Cc1nn(-c2ccccc2)c(C)c1/C=C/C(=O)OCC(=O)Nc1ccc(C(N)=O)cc1,8,-8,-3,-21,11,4,6,-6,-7,-16,-17
COc1cc(S(=O)(=O)NCc2cccnc2)ccc1F,19,-1,-13,-16,6,6,-15,0,9,3,12
Cc1ccc(CNC(=O)c2nnc(Cc3ccc(Cl)cc3)o2)cc1,8,9,15,-6,-1,9,-1,3,-9,3,6
COc1ccc(C(=O)Oc2c(OC)cc(C(=S)N3CCOCC3)cc2OC)cc1OC,-8,-3,7,15,-9,16,19,-5,-23,5,-5
COc1ccccc1-n1ccnc(SCC(=O)NC2CCCC2)c1=O,-15,-5,-26,-20,22,-16,-7,-21,-1,-11,-20
CN(Cc1cnn(-c2ccc(F)cc2)c1)Cc1nc(Cc2ccccc2)no1,-3,1,4,9,8,15,-12,-12,-4,14,11
O=C(COc1cc(Cl)ccc1Cl)N1CCNC1=O,-17,5,-14,-8,0,14,3,8,12,-17,5
CC(C)(C)c1cc(-c2nc(N)nc(N)n2)cc(C(C)(C)C)c1,27,19,-1,-11,7,0,2,-4,-3,13,14
COc1ccc(OC)c(C(O)c2ncc(-c3ccccc3OC)[nH]2)c1 (stereo not given),-17,-31,-2,-2,13,4,nt,-2,-15,-6,-21
Cc1cnccc1CN(C)Cc1nc(Cc2ccccc2Cl)no1,7,37,79,0,20,33,8,-3,27,3,16
COc1cccc2cc(C(=O)C3=C(O)C(=O)N(CCN4CCOCC4)C3c3cccc(Cl)c3)oc12 (stereo not given),7,10,-2,-7,9,0,3,2,3,-39,-5
CCSC1=NCCN1S(=O)(=O)c1ccc2ccccc2c1,-2,3,20,6,0,7,4,-1,-4,3,6
C[C@@H]1ON(C)[C@H]2C[C@H]3c4cc(-c5cccc(F)c5)ccc4CCN3C(=O)[C@@H]12,21,17,-15,2,-3,-20,-5,6,6,-4,-15
CC1(C)CC(=O)C=C(NCc2ccc(C(=O)O)cc2)C1,11,-10,-11,9,18,9,-5,3,-50,7,26
Cc1nn(-c2ncc(C(F)(F)F)cc2Cl)c(=O)n1-c1ccc(F)cc1,8,14,-14,-3,-4,-24,-3,2,-9,2,6
Cc1ccc(CN2CCN(Cc3cccc(-n4cccn4)c3)CC2CCO)cc1 (stereo not given),7,-5,5,-7,5,-8,-1,-13,-1,4,-5
Cc1cccc(C(C(N)=O)c2ncc(C(F)(F)F)cc2Cl)c1 (stereo not given),10,2,10,-3,-2,-9,3,1,-4,15,-2
CCN(CC)c1ccc(SS(=O)(=O)O)cc1,7&17,10&-24,-1&-6,10&-5,11&35,-19&-14,-2&-1,11&-5,-29&-25,-8&8,-15&0
Cc1cccc(C)c1NC(=O)C1CCN(S(C)(=O)=O)CC1,-12,16,4,2,17,16,10,4,51*,7,13
C/C(=N\NC(=O)c1ccccc1[N+](=O)[O-])c1c(O)cc(C)oc1=O,6,6,5,-8,3,-6,2,-3,-14,-10,24
Cc1ccc(Cn2nc(C)c(NC(=O)CSc3n[nH]c(C)c3[N+](=O)[O-])c2C)cc1,2,-9,8,13,-3,0,-10,2,-17,1,23
Cc1cccc(/C=N/NC(=O)c2ccc(Br)cc2)c1,-47,-25,-46,-32,-25,-29,-18,11,24,-14,-36
COc1cccc2cc(C(=O)NCc3ccccc3Br)c(=O)oc12,-40,-20,-10,-22,-4,6,1,1,3,9,10
O=C(OCCN1C(=O)c2cccc3c(N4CCOCC4)ccc(c23)C1=O)c1ccc(Cl)cc1,42,66*,0,-5,-2,-14,16,-20,-6,13,2
COc1cc(C(=S)N2CCOCC2)ccc1OS(=O)(=O)c1ccccc1[N+](=O)[O-],-13,-25,-5,-10,-18,-20,16,-5,-4,12,5
COCCCNC(=S)Nc1ccc2c(c1)OCCO2,-12,10,-26,-18,-28,-8,-8,-4,11,11,5
CCOC(=O)C1=C(C)NC(SC)=C(C#N)C1CC(C)C (stereo not given),11,2,-30,23,13,-1,-1,0,23,1,21
Nc1c(Cl)ncnc1N/N=C/c1ccncc1,-22,-4,0,21,16,21,nt,-18,19,7,-14
CN(C(=O)C1CC1)C1CCS(=O)(=O)C1 (stereo not given),-16,5,-4,8,1,-9,-7,-8,3,30,6
CCCC1Cc2c(sc(N)c2C#N)CO1 (stereo not given),-2,-6,-17,7,7,-5,1,-17,-6,7,10
CC(Cc1cccs1)N(Cc1ccc(Cl)cc1)C(=O)c1ccncc1 (stereo not given),-8,-22,2,-31,-5,4,-4,-13,9,18,-33
COc1ccc(N2C(=O)CCC(C(C)=O)=C2C)cc1,0,-4,-10,15,10,-17,2,6,26,13,11
COc1ccccc1OCc1nc2ccccc2s1,40,73*,2,-101,-149,-49,-10,13,27,-16,-76
COc1ccc(OCCN(C)Cc2c(O)ccc3ccccc23)cc1,24,20,16,-8,10,4,-7,-12,4,24,-3
O=[N+]([O-])c1ccccc1N=Nc1ccc(O)cc1,-85,-29,-54,-47,-12,-32,1,8,-2,2,-38
O=C(COc1ccc(-c2nnco2)cc1)N1CCOCC1,2,-9,31,0,9,-7,-3,12,-12,-6,8
CN(Cc1cc2ccccc2[nH]c1=O)C(=O)COc1ccccc1,5,-57,21,-6,13,-13,1,9,1,8,6
Oc1ccc(/C=N/n2c(-c3ccco3)csc2=Nc2cccnc2)c(O)c1,-43,-1,24,6,41,-26,4,2,-19,8,26
NC(=O)c1nsc(C(=O)N(CC(=O)NC2CCCCC2)c2ccc(Cl)cc2)c1N,-9,36,-13,-16,0,-8,-12,2,9,-13,-5
COc1cc(OC)c(NS(=O)(=O)c2cn(C)cn2)cc1Cl,1,-4,-27,14,-22,-1,-16,-20,-28,17,2
Cc1nc(Nc2cc(F)ccc2C)c2nnn(Cc3ccccc3)c2n1,1,1,10,-10,24,12,4,-7,-1,-7,-1

# Compound profiles (already shown):
# COc1ccccc1OCc1nc2ccccc2s1 as listed: TROY signal inh = 40; TWEAK-Fn14 inh = 73*; Shn3 3UTR inh = 2; NCOA1 inh = -101; NR5A2 inv ag = -149; NR2F2 inh = -49; LMP1 NFkB inh = -10; KKLEB tox = 13; C8 TRAIL sens = 27; CF NFkB inh = -16; NCOA3 inh = -76
# CC(Cc1cccs1)N(Cc1ccc(Cl)cc1)C(=O)c1ccncc1 (stereo not given) as listed: TROY signal inh = -8; TWEAK-Fn14 inh = -22; Shn3 3UTR inh = 2; NCOA1 inh = -31; NR5A2 inv ag = -5; NR2F2 inh = 4; LMP1 NFkB inh = -4; KKLEB tox = -13; C8 TRAIL sens = 9; CF NFkB inh = 18; NCOA3 inh = -33

# (more compounds)
SMILES,TROY signal inh,TWEAK-Fn14 inh,Shn3 3UTR inh,NCOA1 inh,NR5A2 inv ag,NR2F2 inh,LMP1 NFkB inh,KKLEB tox,C8 TRAIL sens,CF NFkB inh,NCOA3 inh
Cc1nn(Cc2c(F)c(F)c(F)c(F)c2F)c(C)c1NC(=O)c1ccc(COc2ccc(Cl)cc2Cl)o1,41,38,52,17,-2,18,17,-11,25,-10,20
CC(C#N)(Cc1ccccc1)Nc1ccccc1 (stereo not given),-22,-1,-9,5,-13,-54,0,3,-7,-6,6
COC(=O)c1cc(=O)n(Cc2cccs2)c(=Nc2ccc(F)cc2)s1,4,56*,5,7,13,5,1,-28,-11,55*,23
CCN(CC)C(=O)n1c(Cc2ccccc2)nc2ccccc21,-5,1,13,5,-8,-3,12,-5,-5,1,4
N=C1/C(=C\c2ccc(SCc3ccccc3)o2)C(=O)N=C2SC=NN12,7,6,-2,-2,-2,8,1,1,-4,3,16
COc1ccc(CC(=O)N[C@@H]2c3cc(OC)c(OC)cc3C[C@H]2OCc2ccccc2)cc1,-3,-29,1,-12,14,1,7,9,25,-5,0
CCCCN1C(=O)C2C3C=CC(C2C1=O)C1C2C(=O)N(CCCC)C(=O)C2C31 (stereo not given),16,-5,5,-8,17,5,-4,-5,-13,15,5
Cc1ccc(C(=O)N/N=C2\CCSC2)cc1[N+](=O)[O-],-9,6,-4,-37,-5,18,-8,-8,-3,0,5
O=[N+]([O-])c1ccc(O)c(C2=NNC(c3ccccc3F)C2)c1 (stereo not given),22,20,nt,-56,-52,-18,-7,-31,21,44,-57
Cc1ccc(CSCCNC(=O)CSCc2ccc([N+](=O)[O-])cc2)cc1,10,-2,14,-6,7,-11,0,-11,-3,14,2
COc1ccccc1N1CCN(C(=O)c2cc(-c3ccc(C)cc3)on2)CC1,18,-11,0,1,-3,-18,-22,7,6,3,-20
Cc1cccc(C(=O)NC(=S)N2CCc3ccccc3C2)c1,-27,0,6,-1,3,9,3,1,15,-6,-6
